Neddyl block = blocks human cullin neddylation. P61081+Q13564. TR-FRET cullin neddylation, biochemical. calls only at 25 µM. 0.58% of 360,000 active. AID 651699; in the data active means inhibition above about 36%
Target sequence (P61081 whole entry, looked up): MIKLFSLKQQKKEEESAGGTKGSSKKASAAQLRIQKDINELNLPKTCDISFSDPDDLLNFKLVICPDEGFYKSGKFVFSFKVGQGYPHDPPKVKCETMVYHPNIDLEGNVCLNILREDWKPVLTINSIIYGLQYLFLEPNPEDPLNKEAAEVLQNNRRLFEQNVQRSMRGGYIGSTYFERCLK
Target sequence (Q13564 whole entry, looked up): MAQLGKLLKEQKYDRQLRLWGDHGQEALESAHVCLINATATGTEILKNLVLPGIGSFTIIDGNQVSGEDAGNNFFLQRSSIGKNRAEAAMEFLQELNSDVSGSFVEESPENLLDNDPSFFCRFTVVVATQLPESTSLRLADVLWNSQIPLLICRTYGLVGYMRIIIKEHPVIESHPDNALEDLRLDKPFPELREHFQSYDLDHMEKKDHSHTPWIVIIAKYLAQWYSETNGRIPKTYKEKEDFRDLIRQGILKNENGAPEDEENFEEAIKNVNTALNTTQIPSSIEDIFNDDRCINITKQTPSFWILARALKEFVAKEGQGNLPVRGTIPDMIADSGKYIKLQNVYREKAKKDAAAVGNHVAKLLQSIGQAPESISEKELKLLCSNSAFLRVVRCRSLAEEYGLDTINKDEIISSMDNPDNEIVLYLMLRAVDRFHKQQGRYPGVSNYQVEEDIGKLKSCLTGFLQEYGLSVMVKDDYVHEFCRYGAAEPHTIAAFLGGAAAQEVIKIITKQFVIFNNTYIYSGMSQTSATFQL
SKN-1 block = inhibitors of C. elegans SKN-1 | 0.49% of 360,000 active | inhibition, % at 21.8 µM | AID 624304 | C. elegans VP596 Pgst-4::GFP/RFP ratio, acrylamide-induced, 24 h;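 active means interference check ratio from 0.5 to 1.5 plus GFP to RFP signal ratio inhibition reaching or exceeding a fixed threshold, cut at about 30% in these data, passing the limit was not always enough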; further: some compounds called inactive have numbers as strong as hits
Rin1-Abl PPI inh = inhibitors of human Rin1-Abl protein interaction; inhibition, % at 7.35 µM; 0.4% of 360,000 active; AID 588664; TR-FRET Rin1/Abl binding, biochemical; P00519+Q13671; in the data active means inhibition above about 5%, passing the limit was not always enough
MT1-MMP act inh = inhibitors of human MT1-MMP activation. P50281. HT1080 RFP-PRO-GFP cells, GFP/RFP ratio fluorescence, overnight; percent of plate control window, DMSO zero. GFP/RFP ratio change, % at 20 µM. 0.061% of 360,000 active. AID 651647;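 active means GFP/RFP ratio change of at least 30% with cell ATP level not reduced by more than half and red fluorescence within 50% of control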; further: strong numbers were not always called active
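system = RFP-PRO-GFP reporter HT1080 cells | dosing = 20 µM single dose, 1% DMSO | timing = overnight cell settling, then overnight compound exposure, 37 °C, 5% CO2 | read-out basis = GFP/RFP fluorescence ratio | controls = DMSO and RFP-L50D-GFP cell wells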
CendR NRP1 mod = NRP-1/CendR interaction modulation; inhibition, % at 25 µM; FAM-RPARPAR peptide binding to NRP-1, fluorescence polarization; O14786; 0.85% of 360,000 active;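 active means inhibition or corrected inhibition above about 18%, plus a signal ratio from 0.5 to 1.5, limit read from the data, passing the limit was not always enough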; further: strong numbers were not always called active
PABP1 MLLE inh = blocks PAM2 peptide binding to the PABP1 MLLE domain; inhibition, % at 20 µM; 0.36% of 360,000 active; GST-MLLE / FITC-PAM2 fluorescence polarization; P11940; in the data active means inhibition above about 35%, passing the limit was not always enough;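 further: plate controls were DMSO wells with GST-MLLE for no effect and wells lacking GST-MLLE protein for full effect; some results filed as inactive read as strong as hits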
FAS-TE inh = FAS thioesterase (human) inhibition | 0.67% of 360,000 active | P49327 | inhibition, % at 15 µM | recombinant FAS-TE, OMFH fluorogenic substrate, fluorescence endpoint;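 active means compounds whose normalised, plate-corrected inhibition of enzyme fluorescence in the single-dose primary screen is 50% or more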;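 further: 0% = DMSO with enzyme and 100% = substrate without enzyme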
bovine MsrA act = activates bovine MsrA enzyme; AID 602163; 0.3% of 360,000 active; activation, % at 10.6 µM; purified bovine MsrA, absorbance read-out; in the data active means activation above about 7.5%;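 further: 0% = vehicle and 100% = reference activator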
E coli Lon inh = inhibits E. coli Lon protease; P0A9M0; purified E. coli Lon protease, fluorescence polarization; inhibition, % at 7.94 µM; 0.42% of 360,000 active; AID 602123; in the data active means inhibition above about 13%, passing the limit was not always enough;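 further: 0% = enzyme with probe and DMSO and 100% = no enzyme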
Numbers without * were called inactive.

Screening O=C(Cn1nnc2ccccc2c1=O)NCCc1ccc(Cl)cc1Cl returned Neddyl block inactive, SKN-1 block -7, Rin1-Abl PPI inh -2, MT1-MMP act inh -1, CendR NRP1 mod 11, PABP1 MLLE inh 2, FAS-TE inh -6, bovine MsrA act -4 and E coli Lon inh -4.
Screening Cc1nc2ccccc2c(=O)n1/N=C/c1cc(Br)ccc1O returned Neddyl block inactive, SKN-1 block -16, Rin1-Abl PPI inh -1, MT1-MMP act inh 5, CendR NRP1 mod 3, PABP1 MLLE inh -5, FAS-TE inh 0, bovine MsrA act -3 and E coli Lon inh 6.
`CC(C)Cc1cc(C(=O)N2CCC(N3CCC(C(=O)NC4CC4)CC3)CC2)n[nH]1` gave Neddyl block inactive, SKN-1 block 14, Rin1-Abl PPI inh 2, MT1-MMP act inh -2, CendR NRP1 mod 7, PABP1 MLLE inh -12, FAS-TE inh -1, bovine MsrA act -2 and E coli Lon inh -2.
`CNC(=S)N/N=C/c1ccc(N2CCOCC2)s1` gave Neddyl block inactive, SKN-1 block 6, Rin1-Abl PPI inh 0, MT1-MMP act inh -2, CendR NRP1 mod 2, PABP1 MLLE inh 23, FAS-TE inh -2, bovine MsrA act -4 and E coli Lon inh -4.
O=C1C(=O)N(Cc2cccnc2)C(c2cccc(Br)c2)/C1=C(/O)c1ccc2c(c1)OCO2 (configuration not stated) was read as Neddyl block inactive, SKN-1 block -6, Rin1-Abl PPI inh -22, MT1-MMP act inh -2, CendR NRP1 mod 7, PABP1 MLLE inh 3, FAS-TE inh 1, bovine MsrA act -8 and E coli Lon inh 6.
For CC(=O)Nc1ccccc1NC(=O)c1ccc(C)c(C)c1 the results were Neddyl block inactive, SKN-1 block -8, Rin1-Abl PPI inh -1, MT1-MMP act inh 4, CendR NRP1 mod 0, PABP1 MLLE inh 4, FAS-TE inh -8, bovine MsrA act -2 and E coli Lon inh -12.
Cc1ccc(CN(CC(=O)NCCc2ccccc2)C(=O)CCCC(=O)Nc2cc(C)on2)cc1 was read as SKN-1 block 13, Rin1-Abl PPI inh -4, MT1-MMP act inh 4, CendR NRP1 mod 10, PABP1 MLLE inh 7, FAS-TE inh -3, bovine MsrA act -6 and E coli Lon inh -17.
`CC(C)(C)c1ccc(-c2nc3[nH]c(=O)cc(NC(=O)c4ccco4)n3n2)cc1` gave Neddyl block inactive, SKN-1 block -5, Rin1-Abl PPI inh 4, MT1-MMP act inh 1, CendR NRP1 mod -10, PABP1 MLLE inh 9, FAS-TE inh 7, bovine MsrA act -4 and E coli Lon inh -2.
For COc1ccc(N(CC(=O)NCCSCc2ccco2)S(=O)(=O)c2ccc(C)cc2)cc1 the results were Neddyl block inactive, SKN-1 block 4, Rin1-Abl PPI inh -1, MT1-MMP act inh -5, CendR NRP1 mod -6, PABP1 MLLE inh 8, FAS-TE inh 21, bovine MsrA act -3 and E coli Lon inh 17.
Cc1cc(NC(=O)CSCC(=O)Nc2ccc(C)c(C)c2)no1 was read as Neddyl block inactive, SKN-1 block -21, Rin1-Abl PPI inh 5, MT1-MMP act inh -4, CendR NRP1 mod -6, PABP1 MLLE inh 8, FAS-TE inh -4, bovine MsrA act -6 and E coli Lon inh 2.
Screening COc1cccc(CC(=O)Nc2sc3c(c2C(N)=O)CCCC3)c1 returned Neddyl block inactive, SKN-1 block -4, Rin1-Abl PPI inh 7, MT1-MMP act inh 0, CendR NRP1 mod -8, PABP1 MLLE inh 10, FAS-TE inh 4, bovine MsrA act -1 and E coli Lon inh 0.
`Nc1cc(N)nc(SCC(=O)Nc2cccc(S(=O)(=O)N3CCCCC3)c2)n1` gave Neddyl block inactive, SKN-1 block 4, Rin1-Abl PPI inh 7, MT1-MMP act inh 6, CendR NRP1 mod 13, PABP1 MLLE inh 7, FAS-TE inh -8, bovine MsrA act -4 and E coli Lon inh -2.

Reprinted from the part before: 4 compounds, followed by the next part.
For COc1ccc(N(CC(=O)NCCSCc2ccco2)S(=O)(=O)c2ccc(C)cc2)cc1 the results were Neddyl block inactive, SKN-1 block 4, Rin1-Abl PPI inh -1, MT1-MMP act inh -5, CendR NRP1 mod -6, PABP1 MLLE inh 8, FAS-TE inh 21, bovine MsrA act -3 and E coli Lon inh 17.
Cc1cc(NC(=O)CSCC(=O)Nc2ccc(C)c(C)c2)no1 was read as Neddyl block inactive, SKN-1 block -21, Rin1-Abl PPI inh 5, MT1-MMP act inh -4, CendR NRP1 mod -6, PABP1 MLLE inh 8, FAS-TE inh -4, bovine MsrA act -6 and E coli Lon inh 2.
Screening COc1cccc(CC(=O)Nc2sc3c(c2C(N)=O)CCCC3)c1 returned Neddyl block inactive, SKN-1 block -4, Rin1-Abl PPI inh 7, MT1-MMP act inh 0, CendR NRP1 mod -8, PABP1 MLLE inh 10, FAS-TE inh 4, bovine MsrA act -1 and E coli Lon inh 0.
`Nc1cc(N)nc(SCC(=O)Nc2cccc(S(=O)(=O)N3CCCCC3)c2)n1` gave Neddyl block inactive, SKN-1 block 4, Rin1-Abl PPI inh 7, MT1-MMP act inh 6, CendR NRP1 mod 13, PABP1 MLLE inh 7, FAS-TE inh -8, bovine MsrA act -4 and E coli Lon inh -2.
For Cc1cc(NC(=O)COC(=O)c2cc(S(=O)(=O)N3CCOCC3)ccc2N2CCCCC2)no1 the results were Neddyl block inactive, SKN-1 block 1, Rin1-Abl PPI inh -2, MT1-MMP act inh 2, CendR NRP1 mod 11, PABP1 MLLE inh -3, FAS-TE inh 4, bovine MsrA act -1 and E coli Lon inh 54*.
`CCn1nnnc1SCC(=O)Nc1ccc2c(c1)OCO2` gave Neddyl block inactive, SKN-1 block 7, Rin1-Abl PPI inh 1, MT1-MMP act inh -5, CendR NRP1 mod 13, PABP1 MLLE inh -3, FAS-TE inh -8, bovine MsrA act -3 and E coli Lon inh -1.
For CCN1CCN(C(=S)Nc2ccc3nc(N4CCN(CC)CC4)cc(C)c3c2)CC1 the results were Neddyl block inactive, SKN-1 block 2, Rin1-Abl PPI inh 0, MT1-MMP act inh -2, CendR NRP1 mod -6, PABP1 MLLE inh -62, FAS-TE inh -13, bovine MsrA act 0 and E coli Lon inh -1.
Screening CC(C)COC(=O)N(C)C[C@H]1OCc2cn(nn2)CCCC(=O)N([C@@H](C)CO)C[C@@H]1C returned Neddyl block inactive, SKN-1 block 17, Rin1-Abl PPI inh 2, MT1-MMP act inh 1, CendR NRP1 mod 14, PABP1 MLLE inh 8, FAS-TE inh -12, bovine MsrA act -3 and E coli Lon inh -8.
`CCOc1ccc(-c2nnc(SCC(=O)N3CCN(c4ccccc4)CC3)o2)cc1` gave Neddyl block inactive, SKN-1 block -4, Rin1-Abl PPI inh 0, MT1-MMP act inh 1, CendR NRP1 mod 2, PABP1 MLLE inh 5, FAS-TE inh -1, bovine MsrA act 1 and E coli Lon inh 2.
For Cc1nn(-c2ccccc2)c(C)c1C(=O)OCC(=O)N(C)c1c(N)n(Cc2ccccc2)c(=O)[nH]c1=O the results were Neddyl block inactive, SKN-1 block -2, Rin1-Abl PPI inh 1, MT1-MMP act inh 1, CendR NRP1 mod 8, PABP1 MLLE inh -31, FAS-TE inh -10, bovine MsrA act -1 and E coli Lon inh -9.
`COc1cc(/C=C/C(=O)OCC(=O)NCc2cccs2)ccc1OCC#N` gave Neddyl block inactive, SKN-1 block 7, Rin1-Abl PPI inh -3, MT1-MMP act inh 4, CendR NRP1 mod -16, PABP1 MLLE inh -3, FAS-TE inh -4, bovine MsrA act -5 and E coli Lon inh -6.
Screening Cc1c(=O)n(OCc2ccccc2)c2ccccc2[n+]1[O-] returned Neddyl block inactive, SKN-1 block -21, Rin1-Abl PPI inh -1, MT1-MMP act inh -9, CendR NRP1 mod 4, PABP1 MLLE inh 0, FAS-TE inh -4, bovine MsrA act -4 and E coli Lon inh 1.
`COc1ccc(/C=C/C2=CC(C)(C)NC(=S)N2)cc1` gave Neddyl block inactive, SKN-1 block -4, Rin1-Abl PPI inh 2, MT1-MMP act inh -4, CendR NRP1 mod 1, PABP1 MLLE inh -126, FAS-TE inh -4, bovine MsrA act -4 and E coli Lon inh 6.
Screening Cc1ccc([C@H]2C[C@@H](n3cc(COC(=O)c4ccccc4)nn3)[C@H](O)CN2Cc2cccs2)cc1 returned Neddyl block inactive, SKN-1 block -11, Rin1-Abl PPI inh -1, MT1-MMP act inh 1, CendR NRP1 mod -13, PABP1 MLLE inh -1, FAS-TE inh 19, bovine MsrA act 1 and E coli Lon inh -11.
Screening O=C(CC1SC(N2CCOCC2)=NC1=O)Nc1ccc(Cl)c(C(F)(F)F)c1 (configuration not stated) returned Neddyl block inactive, SKN-1 block 6, Rin1-Abl PPI inh 3, MT1-MMP act inh -3, CendR NRP1 mod -4, PABP1 MLLE inh -14, FAS-TE inh 3, bovine MsrA act 0 and E coli Lon inh 1.
For Cn1c(CCNC(=O)c2ccco2)nc2cc([N+](=O)[O-])ccc21 the results were Neddyl block inactive, SKN-1 block -8, Rin1-Abl PPI inh -2, MT1-MMP act inh -5, CendR NRP1 mod 4, PABP1 MLLE inh 1, FAS-TE inh 5, bovine MsrA act -5 and E coli Lon inh -11.
Screening Cc1cc(C)nc(SCc2cc(=O)c(OC(=O)c3ccc(Cl)c([N+](=O)[O-])c3)co2)n1 returned Neddyl block inactive, SKN-1 block 3, Rin1-Abl PPI inh -2, MT1-MMP act inh 2, CendR NRP1 mod -8, PABP1 MLLE inh 5, FAS-TE inh 47, bovine MsrA act -4 and E coli Lon inh 7.
Screening CC(=O)Nc1ccc(C2=CC(=O)C[C@H](c3ccc4c(c3)OCO4)C2)cc1 returned Neddyl block inactive, SKN-1 block 20, Rin1-Abl PPI inh 1, MT1-MMP act inh -13, CendR NRP1 mod 6, PABP1 MLLE inh 10, FAS-TE inh 4, bovine MsrA act -2 and E coli Lon inh -7.
O=S(=O)(c1ccc(Br)cc1)N1CCOC12CCCCC2 was read as Neddyl block inactive, SKN-1 block 10, Rin1-Abl PPI inh 1, MT1-MMP act inh -2, CendR NRP1 mod -3, PABP1 MLLE inh 9, FAS-TE inh 10, bovine MsrA act -4 and E coli Lon inh 4.
`COC(=O)c1ccc(NC(=S)NCCc2cccc(C)c2)cc1` gave Neddyl block inactive, SKN-1 block 2, Rin1-Abl PPI inh 3, MT1-MMP act inh 6, CendR NRP1 mod 18, PABP1 MLLE inh 3, FAS-TE inh 12, bovine MsrA act 1 and E coli Lon inh -5.
`COc1ccc(C2=C/C(=C\c3ccccc3OC(C)=O)C(=O)O2)cc1` gave Neddyl block inactive, SKN-1 block 0, Rin1-Abl PPI inh 2, MT1-MMP act inh -3, CendR NRP1 mod -1, PABP1 MLLE inh -74, FAS-TE inh 2, bovine MsrA act 0 and E coli Lon inh -17.
Screening Cc1cc(Br)cc2c(C(=O)NCC3CCCO3)cc(-c3cccs3)nc12 (configuration not stated) returned Neddyl block inactive, SKN-1 block -10, Rin1-Abl PPI inh -3, MT1-MMP act inh -4, CendR NRP1 mod 0, PABP1 MLLE inh 4, FAS-TE inh 8, bovine MsrA act -3 and E coli Lon inh 0.
For COc1ccc(N2CCN(C(CNC(=O)C(=O)NCCc3c[nH]c4ccccc34)c3ccco3)CC2)cc1 (configuration not stated) the results were Neddyl block inactive, SKN-1 block 9, Rin1-Abl PPI inh -1, MT1-MMP act inh 2, CendR NRP1 mod 13, PABP1 MLLE inh 1, FAS-TE inh -3, bovine MsrA act -2 and E coli Lon inh 4.
`CC(C)C(=O)Nc1ccc2c(c1)nc(CCN1CCN(c3ccccn3)CC1)n2C` gave Neddyl block inactive, SKN-1 block 31, Rin1-Abl PPI inh -1, MT1-MMP act inh 4, CendR NRP1 mod -12, PABP1 MLLE inh -1, FAS-TE inh -1, bovine MsrA act -2 and E coli Lon inh -2.
